KDM5B inhibitor = inhibitors of human KDM5B histone demethylase | Q9UGL1 | KDM5B demethylase, FDH-coupled NADH fluorescence (FDH is formaldehyde dehydrogenase) | Potency, µM (doses to about 57.7 µM), for the others: at the top dose activity change, negative = inhibition, most hits filed as inhibitors | 220,000 compounds, 2.6% hits | AID 1347165; active means well fitted inhibition curve with a large enough effect; inconclusive means small, poorly fitted or top-dose-only effect; inactive means no such curve, though single readings can be large or run the other way; further: 0% is about no effect; nearly all actives have a fitted effect of over 70% in size
Target sequence (Q9UGL1 whole entry, looked up): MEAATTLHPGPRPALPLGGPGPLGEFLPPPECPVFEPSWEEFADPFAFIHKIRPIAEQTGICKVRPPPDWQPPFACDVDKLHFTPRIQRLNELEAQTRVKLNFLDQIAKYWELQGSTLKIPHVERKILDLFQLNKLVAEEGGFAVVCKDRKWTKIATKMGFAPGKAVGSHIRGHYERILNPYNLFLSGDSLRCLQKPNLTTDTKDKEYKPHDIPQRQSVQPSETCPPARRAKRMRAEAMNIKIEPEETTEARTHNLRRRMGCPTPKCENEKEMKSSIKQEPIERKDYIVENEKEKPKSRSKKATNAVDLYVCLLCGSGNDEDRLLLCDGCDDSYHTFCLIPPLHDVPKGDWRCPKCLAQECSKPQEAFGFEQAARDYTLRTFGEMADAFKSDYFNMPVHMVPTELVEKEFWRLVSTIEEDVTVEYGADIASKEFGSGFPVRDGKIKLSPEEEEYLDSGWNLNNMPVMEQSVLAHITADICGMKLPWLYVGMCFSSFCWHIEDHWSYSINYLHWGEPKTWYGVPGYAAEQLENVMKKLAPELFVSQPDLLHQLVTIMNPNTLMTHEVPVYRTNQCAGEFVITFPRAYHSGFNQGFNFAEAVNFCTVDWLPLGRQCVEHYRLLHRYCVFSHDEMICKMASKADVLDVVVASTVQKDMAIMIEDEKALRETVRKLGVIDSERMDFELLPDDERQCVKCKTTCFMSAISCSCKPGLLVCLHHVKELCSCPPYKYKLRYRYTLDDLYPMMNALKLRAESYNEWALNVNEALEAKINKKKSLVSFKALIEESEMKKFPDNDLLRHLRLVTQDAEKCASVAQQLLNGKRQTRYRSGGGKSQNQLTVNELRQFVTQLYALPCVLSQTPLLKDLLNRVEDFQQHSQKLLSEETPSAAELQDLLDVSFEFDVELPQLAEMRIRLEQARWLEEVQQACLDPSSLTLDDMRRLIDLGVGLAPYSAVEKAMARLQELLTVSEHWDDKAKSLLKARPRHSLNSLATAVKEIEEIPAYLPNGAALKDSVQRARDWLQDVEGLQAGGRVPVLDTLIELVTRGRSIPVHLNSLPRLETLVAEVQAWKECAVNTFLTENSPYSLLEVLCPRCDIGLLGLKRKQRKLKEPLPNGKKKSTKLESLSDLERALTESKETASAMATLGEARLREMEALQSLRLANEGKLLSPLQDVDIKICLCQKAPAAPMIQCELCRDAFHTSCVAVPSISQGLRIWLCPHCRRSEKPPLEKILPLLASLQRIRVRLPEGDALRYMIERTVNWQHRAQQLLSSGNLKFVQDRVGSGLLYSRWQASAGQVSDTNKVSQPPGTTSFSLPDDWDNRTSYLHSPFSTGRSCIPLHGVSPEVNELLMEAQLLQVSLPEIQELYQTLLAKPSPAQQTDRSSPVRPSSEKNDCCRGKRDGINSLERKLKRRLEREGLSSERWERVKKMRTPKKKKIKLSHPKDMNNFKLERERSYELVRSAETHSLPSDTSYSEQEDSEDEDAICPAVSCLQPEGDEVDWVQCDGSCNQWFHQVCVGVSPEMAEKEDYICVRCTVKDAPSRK
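KDM5BΔAP (200 nM final) in 50 mM HEPES pH 7.5, 0.01% Tween-20 was preincubated 10 min at RT with compound over a concentration range. Substrate mix (H3K4me3 12.5 µM, α-KG 25 µM, Fe²⁺, ascorbate, NAD⁺, FDH) was added, and NADH fluorescence change over 30 min gave dose-response curves.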
Active calls of the source: *; i = inactive; ? = inconclusive; & = joins results of further samples; [ ] = remark or other dose. Potency means the concentration at half of the fitted maximal effect.

cpd	SMILES	KDM5B inhibitor
1	CCCN(C)C(=O)c1csc(N2CCN(c3cccc(Cl)c3)CC2)n1	-3%
2	Fc1cccc(-c2nc(CN3CCOCC3)co2)c1	12%
3	CC(=O)c1cccc(OCC(O)CNCC2CCCCC2)c1 (configuration not stated)	?
4	CN(c1ccc(OCC(=O)N2CCN(c3ncccn3)CC2)cc1)S(=O)(=O)c1cccs1	-7%
5	CCN1c2cc(C(=O)Nc3cccc(C(=O)OC)c3)ccc2C(=O)N2CCCCCC21 (configuration not stated)	?
6	CC(C(=O)NCc1ccccc1Cl)n1ccc2cc(S(=O)(=O)N3CCCCC3)ccc21 (configuration not stated)	-5%
7	O=C(Nc1cc(F)cc(F)c1)c1cnc(-c2ccc(F)cc2)nc1-c1ccncc1	-10%
8	O=C(CN1CCCc2ccc(F)cc21)Nc1cccc2nsnc12	-28%
9	CCSc1nnc2ccc(-c3ccco3)nn12	-2%
10	CCCCc1ccc(NC(=O)CN2C(=O)NC(c3ccccc3OCC)C3=C2COC3=O)cc1 (configuration not stated)	6%
11	O=C(NCCC1CCN(C(=O)Nc2ccccc2)CC1)c1ccccc1F	21%
12	CCOc1ccc(N(CC(=O)NCCc2ccccc2)C(=O)c2csnn2)cc1	-2%
13	O=C(Cn1cc(S(=O)(=O)Cc2ccc(F)cc2)c2ccccc21)NCCc1ccccc1	-22%
14	COc1cccc(CNC(=O)COc2ncnc3ccccc23)c1	57%[activator]
15	COC(=O)Nc1nnc(-c2ccccc2OC)s1	123%[activator]
16	CCSc1nc(=O)c2c(n1C)NC(=O)CC2c1ccc(C)cc1C (configuration not stated)	4%
17	COC(=O)CNC(=O)C1CCN(S(=O)(=O)c2cccc3nsnc23)CC1	2%
18	Cc1c(C#N)c2ccccc2n1CC(=O)NC1CCOC2(CCOCC2)C1 (configuration not stated)	-18%
19	Cc1ccc(C(=O)O)cc1NC(=O)C(C)Oc1ccc(C(C)(C)C)cc1 (configuration not stated)	31%[activator]
20	CCc1ccccc1NC(=O)N1C[C@@H](F)C[C@H]1C(=O)N1CCc2ccccc2C1	-11%
21	Cc1ccc(CNC(=O)C2CCN(C(=O)c3nnn4c3COC(c3ccc(C)cc3)C4)CC2)cc1 (configuration not stated)	19%
22	Cc1cccc(CN2CCCC3(CCN(c4cc(C)c5ccccc5n4)C3)C2=O)c1 (configuration not stated)	28µM*
23	COc1ccccc1C(=O)N1CCC(n2cc(-c3nc(-c4ccccc4)no3)nn2)CC1	9%
24	COC(=O)C1CN(Cc2ccccc2)CCS(=O)(=O)N1Cc1cn(Cc2ccccc2)nn1 (configuration not stated)	13%
25	O=C(Cc1cccc(Cl)c1)N1CCC2(CN[S+](=O)([O-])c3cccnc3O2)C1 (configuration not stated)	10%[115 µM]
26	CCOC(=O)c1ccc(NC(=O)CC(C)n2nc(C)cc2C)cc1 (configuration not stated)	9%
27	CCn1c(SCC(=O)NCc2ccc(OC)c(OC)c2)nnc1-c1cccs1	-13%
28	COc1cc(OC)nc(Oc2ccc(N)c(C)c2)n1	7%
29	COCCCNC(=O)CSc1nc2nc(C)c(Cc3ccccc3Cl)c(C)n2n1	-29%
30	COc1cccc(CNC(=O)c2cc(-c3ccncc3)cn2C)c1OC	?
31	O=C(Nc1cccc2ccccc12)N[C@H]1CO[C@H]2[C@@H]1OC[C@@H]2Nc1nccc(-c2cccs2)n1	?
32	CCN1c2cc(C(=O)Nc3ccc(Cl)c(Cl)c3)ccc2C(=O)N2CCCCCC21 (configuration not stated)	i
33	N#CCCN(Cc1cccs1)C(=O)c1ccc(Cl)cc1	?
34	CC1CN(c2ccc(F)cc2)c2nc3c(c(=O)[nH]c(=O)n3C)n2C1 (configuration not stated)	-14%
35	CC(=O)c1ccc(OC(=O)c2nn(C(C)C)c(=O)c3ccccc23)cc1	-14%
36	CCCNC(=O)c1ccc(C(=O)OC)cc1	18%

Compounds listed so far containing an aryl methoxy group (6):
cpd	SMILES	KDM5B inhibitor
14	COc1cccc(CNC(=O)COc2ncnc3ccccc23)c1	57%[activator]
15	COC(=O)Nc1nnc(-c2ccccc2OC)s1	123%[activator]
23	COc1ccccc1C(=O)N1CCC(n2cc(-c3nc(-c4ccccc4)no3)nn2)CC1	9%
27	CCn1c(SCC(=O)NCc2ccc(OC)c(OC)c2)nnc1-c1cccs1	-13%
28	COc1cc(OC)nc(Oc2ccc(N)c(C)c2)n1	7%
30	COc1cccc(CNC(=O)c2cc(-c3ccncc3)cn2C)c1OC	?

(list continues)
cpd	SMILES	KDM5B inhibitor
37	O=C(NCc1ccco1)c1ccc2c(c1)N(C(=O)c1ccc(F)cc1)CC2	-21%
38	CN(C(=O)Nc1cccc(C(F)(F)F)c1)C1CCCCC1	22%
39	Cc1ccc(-n2ncc3c(NC4CCCC4)ncnc32)cc1Cl	?
40	O=C(Nc1ccc(Cl)cc1)C1CCN(c2ncnc3nc[nH]c23)CC1	7%
41	Cc1ccc(S(=O)(=O)N(CC(=O)NC2CC2)c2ccc(C)c(Cl)c2)cc1	18%
42	CCOCC(=O)N1C[C@@H]2CCCN3CCC[C@@H]([C@H]23)[C@H]1CCCC(=O)NC	-24%
43	CCc1nc(NCCc2cc(OC)cc(OC)c2)c2cnn(C)c2n1	-31%
44	CCN1c2cc(C(=O)N3CCCCC3)ccc2C(=O)N2CCCCCC21 (configuration not stated)	i
45	CCn1cc(C(=O)N2CCN(c3ccccc3F)CC2)c(=O)c2cc(S(=O)(=O)N(C)C3CCCCC3)ccc21	-20%
46	CCC1(C(O)(C#CCN2CCCCC2)c2ccccc2)CCCC1 (configuration not stated)	31%[activator]
47	CC(=O)N1CC[C@H](c2nc3ccc(C#N)cc3[nH]2)C1	?
48	CC1(C)NC(=O)N(CCCC(=O)Nc2cnc3ccccc3c2)C1=O	12%

Ordered by value in KDM5B inhibitor (low to high): six from the list above
item | Structure | KDM5B inhibitor
43 | CCc1nc(NCCc2cc(OC)cc(OC)c2)c2cnn(C)c2n1 | -31%
42 | CCOCC(=O)N1C[C@@H]2CCCN3CCC[C@@H]([C@H]23)[C@H]1CCCC(=O)NC | -24%
37 | O=C(NCc1ccco1)c1ccc2c(c1)N(C(=O)c1ccc(F)cc1)CC2 | -21%
45 | CCn1cc(C(=O)N2CCN(c3ccccc3F)CC2)c(=O)c2cc(S(=O)(=O)N(C)C3CCCCC3)ccc21 | -20%
40 | O=C(Nc1ccc(Cl)cc1)C1CCN(c2ncnc3nc[nH]c23)CC1 | 7%
41 | Cc1ccc(S(=O)(=O)N(CC(=O)NC2CC2)c2ccc(C)c(Cl)c2)cc1 | 18%

More records follow:
cpd	SMILES	KDM5B inhibitor
49	Cc1cc(-c2cc(C(=O)Nc3ccccc3)c3c(C)noc3n2)c(C)s1	?
50	Cc1nc2ccccc2c(=O)n1/N=C/c1ccccc1O	-1%
51	Cc1ccccc1S(=O)(=O)N1CCCC(CCC(=O)NCCN(C)C2CCCCC2)C1 (configuration not stated)	-19%
52	O=C1Nc2ccccc2C2(CCN(S(=O)(=O)c3cccc(C(F)(F)F)c3)C2)O1 (configuration not stated)	-4%
53	Cn1c(=O)c2[nH]c(CN3CCN(c4cccc(Cl)c4)CC3)nc2n(C)c1=O	4%
54	COc1ccc(-c2noc(-c3nc(C)no3)n2)c(OC)c1	?
55	Cc1ccc(N=Cc2ccccc2[N+](=O)[O-])c(C)c1	-19%
56	CN1C(=O)CCC2(CNC(=O)C3CCCC3)CCCC=C12 (configuration not stated)	-13%
57	COc1cccc(-c2nc(N(C)C3CCCCC3)c3ccccc3n2)c1O	10%
58	O=C(CSc1nc2ccccc2[nH]1)N/N=C/c1ccncc1	2%
59	CCOC(=O)COc1ccc2c(=O)c(-c3ccc(OC)cc3)c(C(F)(F)F)oc2c1	-16%
60	COc1ccc(OC)c(NC(=O)NC(C)C(=O)N2CCc3ccccc32)c1 (configuration not stated)	-3%
61	CCc1cccc(CC)c1N(COC)C(=O)Cn1c(CC)nc2ccccc21	12%
62	COc1cc(/C=N\Nc2nc(-c3cccs3)c(NC(C)=O)s2)ccc1O	?
63	COc1ccc(C(C)=O)cc1CSc1nc(NCc2ccc(Cl)cc2)c2ccccc2n1	-17%
64	CCOc1ccc(OCCSc2nc3cc(S(=O)(=O)N(C)C)ccc3o2)cc1	-19%
65	Cc1ccc(CN[C@@H]2CO[C@H](CNC(=O)Nc3ccccc3)[C@H]2O)cc1	47%[activator][86.2 µM]
66	CCc1noc([C@@H]2CC(F)(F)CN2C(=O)c2cocn2)n1	2%
67	O=C(O)C1CCC(CNCc2cccc(Br)c2)CC1 (configuration not stated)	19%
68	O=C(O)[C@@H]1CN(Cc2ccccc2)C[C@@H]1C(=O)N1CCc2ccccc21	8%
69	CC(=O)N1CCN(c2cc(-c3noc([C@@H]4CCCN4Cc4ccc(N(C)C)cc4)n3)ccn2)CC1	28µM*
70	COc1ccc(CCNc2oc(COc3ccccc3F)nc2C#N)cc1	-10%
71	CCN(CC)C(=O)[C@@H]1CCC[C@@H](NC2CCOCC2)CN(C)C(=O)C1	26%[86.2 µM]
72	COc1ccc(OC)c(NC(=O)N2c3ccccc3Sc3ccccc32)c1	?

The final two entries of the section above open the next one.
cpd	SMILES	KDM5B inhibitor
71	CCN(CC)C(=O)[C@@H]1CCC[C@@H](NC2CCOCC2)CN(C)C(=O)C1	26%[86.2 µM]
72	COc1ccc(OC)c(NC(=O)N2c3ccccc3Sc3ccccc32)c1	?
73	CCCOc1ccc(-c2nc3ccccc3c(=O)o2)cc1	?
74	Cc1noc([C@H]2CCN(Cc3scnc3C)C[C@H]2NC(=O)C2CC2)n1	-14%
75	O=C(NNc1ccccc1)C(=O)NNS(=O)(=O)c1ccc(CCCl)cc1	-3%
76	CN1[C@H](CO)C[C@H](CNC(=O)c2cn(CCN)nn2)[C@@H]1c1ccccc1F	-3%
77	CCOC(=O)c1c(NC(=O)c2ccc(S(=O)(=O)N(C)C3CCCCC3)cc2)sc2c1CCN(C(C)C)C2	?
78	Cc1cccc(NC(=O)C2(c3ccccc3)CCCC2)c1	20%
79	Nc1c2c(nc3sc4c(c13)CCCC4)-c1ccccc1CC2	?
80	COCC(=O)NC1CCN(c2ccccc2S(=O)(=O)C(F)(F)F)CC1	18%
81	Cc1noc(C)c1S(=O)(=O)N1CCC(C(=O)N2CCN(c3ccccc3)CC2)CC1	-38%
82	COc1ccc(-c2cn3cc(C(=O)N4CCCC4)nc3c(=O)n2CC2CC2)c(F)c1	11%
83	CCOc1ccccc1Oc1ccc(CNC(=O)c2nccnc2N)cn1	i
84	CCc1cccc(NC(=O)C(NS(=O)(=O)c2ccc3nc(C)sc3c2)C(C)C)c1 (configuration not stated)	2%

Following part
# | smiles | KDM5B inhibitor
85 | COC(=O)c1ccc2nc(C[C@@H]3C[C@@H](C(C)C)[C@H](CNC(=O)N4CCOCC4)C=C3C)[nH]c2c1 | -10%
86 | Cc1ccc(CNc2nc(-c3cccnc3)nc3ccccc23)cc1 | 3%
87 | COC(=O)COc1ccc2c(C)c(-c3ccc(OC)cc3)c(=O)oc2c1 | ?
88 | Cc1ccc(-c2csc(-c3nc(-c4cc(C)ccc4C)cs3)n2)cc1 | -5%
89 | C/C(=N\NC(=O)c1cccc(Cl)c1)c1cccs1 | 11%
90 | COc1ccc(S(=O)(=O)N(C)c2ccc(C(=O)NCc3ccccn3)cc2)cc1 | 26%
91 | O=C(c1cccs1)N1CCC(Oc2cccc(F)c2)C1 (configuration not stated) | 11%
92 | OCCCNC(=S)NCCSc1ccccc1 | -13%
93 | O=C(CC1CCCN(c2cn[nH]c(=O)c2)C1)NC1CCCCC1 (configuration not stated) | 26%
94 | Cn1nc(C(F)(F)F)c(-c2ccc(Br)cc2)c1NC(=O)c1nccnc1C(=O)O | ?
95 | O=C(O)/C=C\C(=O)Nc1ccc(F)c(F)c1F | 13%
96 | CC(=O)c1ccc(N2CC[C@@H](NC(=O)c3cnccn3)[C@H](O)C2)nc1 | ?
97 | CC(C)C[C@@H](CO)n1cc(-c2cncnc2)nn1 | -17%
98 | Cc1ccc2nc(-c3ccc(C)o3)cc(C(=O)O)c2c1 | i
99 | CC(NC(=O)Cn1cnc2c1c(=O)n(C)c(=O)n2C)c1ccc(-c2ccccc2)cc1 (configuration not stated) | 9%
100 | Cc1noc(C)c1CN1CCC2(CC1)COCCN2C(=O)OCc1ccccc1 | -4%[86.2 µM]
101 | Cc1ncc2c(c1CNC(=O)c1ccc3cccnc3c1O)CCNC2 | ?
102 | CN(C)CCOC(=O)C1(c2ccccc2)CCOCC1 | 20%&11%
103 | COc1cc(C(=O)NC[C@@H]2CC[C@H]3C[C@@H]2C3(C)C)nc2ccccc12 | -17%[86.2 µM]
104 | O=C(Cn1nc2c(cc1=O)CCCC2)N1CCn2c(nnc2C(F)(F)F)C1 | 0%
105 | CN(C)c1ccc(CNC(=O)CN2C(=O)c3cccnc3Oc3ccc(Cl)cc32)cc1 | -24%
106 | Cc1ncoc1C(=O)N1CC(F)(F)C[C@H]1c1nnc(C2CC2)o1 | -4%
107 | CCN(CC(O)c1cccc(O)c1)C(=O)C12CC3CC(CC(C3)C1)C2 (configuration not stated) | 58%[activator]
108 | COCCCNC(=O)C1CCC(CNS(=O)(=O)c2ccc(OC)cc2)CC1 (configuration not stated) | -5%
109 | COc1cccc(NC(=O)C2CC(=O)Nc3ncnn32)c1 (configuration not stated) | -10%
110 | Cc1ccc(-c2ccc(C=O)cc2)cc1Cl | 50µM*
111 | CC(C)Oc1cccc(-c2n[nH]c3c2CC(=O)N(Cc2ccccn2)C3)c1 | -26%[86.2 µM]
112 | Cc1cc(OCC(=O)Nc2cc(-c3nc4ccccc4[nH]3)ccc2C)ccc1Cl | ?
113 | CCOc1ccc2nc(N3CCCC(C(=O)NCCc4ccc(OCC)c(OCC)c4)C3)sc2c1 (configuration not stated) | 5%
114 | COc1ccc(CCNC(=O)CCCOc2cccc(C)c2C)cc1OC | -7%
115 | COCCN1C(=O)c2ccccc2C(C(=O)NCc2ccccc2OC)C12CCCC2 (configuration not stated) | 18µM*
116 | CCOC(=O)c1c(C)oc2ncnc(N3CCN(c4ccc(C)cc4C)CC3)c12 | -5%

Source: PubChem

A portion of the library (hit frequency here may not be typical).
